# GoLoco inh red: RGS12 GoLoco-Gai1 interaction inhibition. AID 880. Gai1:RGS12 GoLoco peptide FP, rhodamine, 10 min. P63096. Potency, µM (series often up to 61.6 µM), without a hit: at the top dose activity, negative = inhibition, hits mostly inhibitors. 0.44% of 230,000 active; active = well fitted inhibition curve with a large enough effect, not every such curve was filed as active; inactive = no such curve, though single readings can be large or run the other way; also: % is scaled to controls: 0 for no effect and ±100 for the full control effect; nearly all actives have a fitted effect of over 30% in size; many of its hits are not listed in these tables
# Target sequence (P63096 whole entry, looked up): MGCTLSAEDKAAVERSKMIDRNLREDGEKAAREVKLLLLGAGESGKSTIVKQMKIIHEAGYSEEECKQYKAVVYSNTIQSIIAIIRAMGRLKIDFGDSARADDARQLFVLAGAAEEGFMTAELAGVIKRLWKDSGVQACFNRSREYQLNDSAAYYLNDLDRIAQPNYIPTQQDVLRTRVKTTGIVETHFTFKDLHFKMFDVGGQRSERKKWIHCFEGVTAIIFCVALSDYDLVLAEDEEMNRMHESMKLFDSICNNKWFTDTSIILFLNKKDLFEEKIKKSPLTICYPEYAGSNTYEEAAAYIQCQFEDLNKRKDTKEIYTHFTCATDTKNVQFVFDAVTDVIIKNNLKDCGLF
# IMPase Li cell: cell-permeable IMPase inhibitors with lithium potentiation | 0.35% of 210,000 active | CHO-M1 cells, IP1 TR-FRET (IP-One), carbachol + lithium | Potency, µM (titrated, usually from 59.4 µM), inactives show top-dose activity, negative = IMPase inhibition, usual class: inhibitors;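 also: IP1 builds up when IMPase is blocked and the TR-FRET signal falls; plate controls were basal vehicle for no effect and high inhibitor control for full effect; nearly all actives have a fitted effect of over 50% in size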
#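 Readout is a homogeneous TR-FRET IP1 immunoassay (Ex 320, Em 665 and 620), where raised cytosolic IP1 lowers signal. Cells were CHO-M1 treated 30 min at 37C with test compounds plus a little lithium; AC50 values came from Hill-equation fitting.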
# GAA glycogen mod: alters human alpha-glucosidase cleavage of glycogen; P10253; recombinant GAA, glycogen substrate, Amplex Red glucose oxidase fluorescence; Potency, µM (top dose mostly 76.4 µM), without a hit: at the highest dose activity change, negative = inhibition, most hits filed as inhibitors; 0.38% of 300,000 active;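 also: 0% = full enzyme reaction and -100% = no-enzyme basal signal; the screen sought inhibitors and activators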
#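 Natural-substrate format: glycogen cleavage by 4 nM human enzyme, glucose read by Amplex Red coupling (Ex 573, Em 610 nm). Normalized to enzyme and no-enzyme controls.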
# GAA inhib: inhibitors of human lysosomal alpha-glucosidase | purified human GAA, 4-MU-alpha-glucoside fluorescence | Potency, µM (highest dose often 76.9 µM), for inactives: at the top dose activity change, negative = inhibition, usual class: inhibitors | P10253 | 0.005% of 200,000 active;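 also: plate controls were uninhibited enzyme wells for no effect and no-enzyme background for full effect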
#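 Read-out is 4-methylumbelliferone fluorescence (Ex 365/Em 440 nm) after NaOH/glycine stop at pH 10. Enzyme 4 nM, substrate 400 uM, pH 5.0 citrate buffer, 20 min room temperature; AC50 from Hill-equation concentration-response.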
# HttQ103 aggreg: inhibitors of mutant huntingtin aggregate formation in PC12 cells; PC12 HttQ103-GFP aggregates, Acumen cytometry, 40 h; 1.1% of 220,000 active; AID 1688; Potency, µM (top dose mostly 46.1 µM), for the others: top-dose activity change, negative = inhibition, actives largely listed as inhibitors; also: % is scaled to controls: 0 for no effect and ±100 for the full control effect; nearly all actives have a fitted effect of over 60% in size
#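 Inducible Q103 Huntingtin exon 1–GFP PC12 line, 1500 cells/well in phenol red free DMEM with 5% equine and 5% calf serum. Tebufenozide 100 nM induced expression; compounds titrated; aggregates quantified by cytometry.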
# HTT ATP protect: protects HTT-Q103 PC12 cells, measured by ATP; Potency, µM (series often up to 56.4 µM), for inactives: cytoprotection (ATP increase), actives largely listed as activators; PC12 HTT-Q103 induced, cytoprotection, ATP luminescence, 40 h; AID 1471; 0.14% of 230,000 active;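 also: % of control where 0% means no effect; nearly all actives have a fitted effect of over 45% in size; toxic huntingtin expression switched on by the ecdysone agonist tebufenozide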
#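 Stable PC12 Q103-GFP cells in serum-supplemented, phenol red-free DMEM; induction by tebufenozide at 100 nM final; compound dose series; cell viability quantified luminescently from ATP.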
# GAA spleen mod: inhibits or activates alpha-glucosidase in human spleen homogenate; AID 2112; Potency, µM (series often up to 79.9 µM), for the others: at the highest dose activity change, negative = inhibition, usual class: inhibitors; P10253; 0.006% of 240,000 active; human spleen homogenate, 4-MU-alpha-glucoside fluorescence;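 also: 0% = enzyme with vehicle and -100% = no enzyme basal signal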
#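 Compounds were titrated against alpha-glucosidase in spleen homogenate at pH 5.0, with 1 mM 4-methylumbelliferyl substrate for 40 min at 37 C. Reactions were quenched with pH 10 NaOH/glycine and fluorescence measured.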
# * = called active by the depositor; ? = inconclusive; . = no result given; & = joins results of further samples; [ ] = dose if it differs, or a comment. Unless noted, calls follow the shape of the dose curve; as a rule, active = well fitted curve in the direction sought with a large enough effect; inconclusive = small, poorly fitted or top-dose-only effect, or another doubt; inactive = no such curve, though single readings can be large; an effect the other way counts as inactive or inconclusive. Potency is read from the fitted curve at half-maximal effect.
SMILES	GoLoco inh red	IMPase Li cell	GAA glycogen mod	GAA inhib	HttQ103 aggreg	HTT ATP protect	GAA spleen mod
CCCC(=O)Nc1ccc2oc(-c3ccc(OC)c(Br)c3)nc2c1	31%[activator]	?	-7%	-13%	3%	-78%[inhibitor]	1%
CNCC(O)c1ccc(O)c(O)c1 (centres undefined)	-8%&-4%	5%&7%	.	.	.	-20%	1%&-20%
CCCCn1nnc(N(C(=O)c2cccs2)C(=O)c2cccs2)n1	11%	4%	-11%	7%	10%	-27%	-5%
COc1ccc(/C=C/CN2CCCC(CO)(Cc3cccc(Cl)c3)C2)cc1 (centres undefined)	186%[activator]	23%	6%	3%	21%[9.22 µM]	-10%[10 µM]	1%
CC(=O)O[C@H]1C2OC(=O)C(C)=C2[C@@H]2OC(=O)[C@]3(CCC4OC41C)OC23 (some centres undefined)	3%	17%	11%	5%	25%	.	-1%
Clc1ccc(CSc2nnc(-c3ccccn3)n2Cc2ccco2)c(Cl)c1	1%	11%[38.3 µM]	-3%	?	?	-29%	-3%
COc1ccc(CC(=O)N2CCc3ccccc32)cc1	7%	3%	-4%	7%	-10%	11%[1.9 µM]	0%
CC(=O)Oc1ccc2c(C)cc(=O)oc2c1C(=O)c1ccccc1	0%	-6%	-1%	?	0%	.	-4%
COCCn1c(=O)c(-c2ccc(OC)cc2)nc2cnc(N3CCOCC3)nc21	-2%	-13%	.	.	.	6%	0%
O=S(=O)(Nc1cccc2c1CCCC2)c1ccc(Cl)cc1	6%	12%	?	-4%	?	16%[10 µM]	-2%
CCOC(=O)Nc1c(O)ccc2oc(C)c(-c3ccccc3)c12	-5%	23%[38.3 µM]	?	?	?	-13%	-9%
O=c1cc(CN2CCc3ccccc32)c2ccc(O)cc2o1	5%	-4%	13%	?	19%	-32%[inhibitor]	8%
CCC(=O)Nc1nonc1-c1nc2ccccc2n1Cc1ccccc1	14%	44%[activator][38.3 µM]	-2%	-7%	?	-16%	-2%
O=C(O)c1ccccc1C(=O)NNc1cccc(Cl)n1	0%	-2%	?	1%	27%	-20%	-5%
CC(=O)c1c(C)[nH]c(C(=O)CN2C(=O)NC(CCc3ccccc3)C2=O)c1C (centres undefined)	9%	.	1%	-6%	4%[9.22 µM]	-2%[10 µM]	-15%
O=C(N/N=C/c1cc(Br)cs1)c1c[nH]c2ccccc12	10%	.	0%	0%[15.4 µM]	18%[9.22 µM]	-40%[10 µM]	5%
COc1ccc(C(=O)N2CCC[C@@]3(CCN(c4ccccc4)C3)C2)cc1	10%	-5%	.	.	.	21%	-9%
Cc1nn(Cc2ccccc2)c(C)c1/C=N/NC(=O)c1ccccc1O	5%	.	-16%	.	17%[9.22 µM]	23%[10 µM]	-4%
O=C(/C=C/Nc1ccc(Nc2ccccc2)cc1)c1cccs1	150%[activator]	22%	?	-4%	10%[9.22 µM]	14%[10 µM]	-2%
CCCNC(=O)NC(=O)COC(=O)c1ccc(S(=O)(=O)N(C)c2ccccc2OC)cc1	4%	27%	-3%	3%	2%	-66%[inhibitor]	3%
CCCCCCn1c(COc2ccccc2F)nnc1SCC(=O)N1c2ccccc2NC(=O)C1(C)C	10%	31%[activator][38.3 µM]	-18%	-12%	?	-35%	-3%
Cc1cc(NC(=O)Nc2cc(C)nn2-c2ccccc2)n(-c2ccccc2)n1	0%	32%[activator][38.3 µM]	-7%	0%	-10%[9.22 µM]	-3%	1%
CC1CCc2sc3nc(N4CCN(CCO)CC4)n4ncnc4c3c2C1 (centres undefined)	13%	2%[38.3 µM]	-2%	-3%	19%	-38%	-4%
CCOC(=S)N/C(=N\S(C)(=O)=O)c1ccccc1	8%	.	0%	.	-6%[9.22 µM]	-5%[10 µM]	-2%
Cc1ccc(-n2c(C(C)n3nc(C)c([N+](=O)[O-])c3C)n[nH]c2=S)cc1 (centres undefined)	1%	4%	-8%	6%	14%	-26%[10 µM]	-2%

# Three of the entries above in order of their number in HttQ103 aggreg, largest number first:
SMILES	HttQ103 aggreg
O=C(O)c1ccccc1C(=O)NNc1cccc(Cl)n1	27%
CC(=O)O[C@H]1C2OC(=O)C(C)=C2[C@@H]2OC(=O)[C@]3(CCC4OC41C)OC23 (some centres undefined)	25%
CC1CCc2sc3nc(N4CCN(CCO)CC4)n4ncnc4c3c2C1 (centres undefined)	19%

# Going on with the list:
SMILES	GoLoco inh red	IMPase Li cell	GAA glycogen mod	GAA inhib	HttQ103 aggreg	HTT ATP protect	GAA spleen mod
Cc1[nH]c2ccccc2c1CN1CCC(CO)(Cc2ccccc2)CC1	8%	7%	-7%	-4%	-18%[9.22 µM]	-24%[10 µM]	4%
O=C(/C=C1\SC(=O)N(CC(=O)Nc2ccc(Cl)cc2)C1=O)Nc1ccc(F)cc1	16%	-9%	-4%	-3%	?	8%[10 µM]	-7%
O=C(c1ccc(SCc2ccco2)c([N+](=O)[O-])c1)N1CCOCC1	-2%	1%	23%	4%	9%[9.22 µM]	1%[1.9 µM]	2%
N#C/C(=N\Nc1ccc(F)cc1)C(=N)N1CCCCCC1	-2%	6%	5%	-9%	11%	-125%[inhibitor]	0%
COCCN(C(=O)/C=C/c1cccc([N+](=O)[O-])c1)c1c(N)n(Cc2ccccc2)c(=O)[nH]c1=O	-1%	.	2%	-7%	13%[9.22 µM]	3%[10 µM]	-4%
c1ccc(CNc2nc(CN3CCOCC3)nc3scc(-c4ccccc4)c23)cc1	38%[activator]	16%	1%	2%	-9%	-2%[10 µM]	0%
O=C1c2ccccc2C(=O)N1c1ccc(Br)c2cccnc12	-1%	-7%	1%	-4%	?	.	3%
NS(=O)(=O)c1ccc(CCNC(=O)CSc2nc3ccsc3c(=O)n2CCCCC(=O)O)cc1	-9%	2%	-6%	-2%	-9%	-7%	4%
O=C(Nn1c(=S)[nH]c2ccccc2c1=O)c1ccncc1	10%	1%[38.3 µM]	-5%	3%	4%	14%	-2%
CCOC(=O)C1(CCCc2ccccc2)CCN(C2CCN(C(C)=O)CC2)CC1	14%	14%	-14%	-10%[15.4 µM]	-12%	3%	1%
Cc1nn(CC(=O)NCCCc2ccccc2)c(C)c1[N+](=O)[O-]	-5%	14%	2%	8%	0%	-14%	7%
CN=c1scc(C)n1/N=C/c1ccc(O)cc1O	11%	-1%[38.3 µM]	?	-8%	-23%	-101%[inhibitor][10 µM]	-10%
CC(NC(=S)Nc1ccc(OC(F)F)c(Cl)c1)C(C)(C)C (centres undefined)	3%	11%	-8%	-11%	?	-28%	0%
Cc1cc(C)cc(OCC(=O)OCC(=O)c2c(N)n(C)c(=O)n(C)c2=O)c1	-1%	-3%[38.3 µM]	5%	-16%	5%	8%	6%
CCOc1cc(/C=N/OC(C)=O)ccc1OCc1ccccc1	4%	6%	-10%	0%	0%[9.22 µM]	6%[10 µM]	-3%
C=CCNC(=O)c1onc(CSc2ccc(OC)cc2)c1C(=O)O	13%	-4%[38.3 µM]	-16%	-4%	9%	-1%	-4%
Cc1ccc(NC(=O)Cn2nnc3ccccc3c2=O)cc1	7%	-3%	-4%	8%	?	-65%[inhibitor]	-6%
COc1ccc(CNC(=O)c2c(O)c3cccc4c3n(c2=O)CCC4)cc1	-5%	6%[38.3 µM]	-5%	-5%[15.4 µM]	?	-8%	3%
COCCn1c(=O)c(-c2cccc(C#N)c2)nc2cnc(OC)nc21	-7%	-1%	.	.	.	7%	-1%
NC(=O)CSc1nnc(-c2ccc(S(=O)(=O)N3CCCC3)cc2)n1Cc1ccco1	6%	9%[38.3 µM]	-1%	-10%	-11%	-2%[10 µM]	-6%
COc1ccc(Nc2nnc(SCC(=O)c3cc(C)n(CC4CCCO4)c3C)s2)cc1 (centres undefined)	64%[activator]	53%[activator][38.3 µM]	-13%	-5%	-13%	-62%[inhibitor]	-1%
O=P(C1=C(N2CCOCC2)/C(=C\c2ccccc2)CC1)(N1CCOCC1)N1CCOCC1	1%	6%[38.3 µM]	-2%	-1%	-5%	5%[0.074 µM]	-17%
O=C1c2ccccc2S(=O)(=O)N1CC1CC(c2ccc(Cl)cc2)=NO1 (centres undefined)	8%	3%	-3%	-3%	11%	.	7%
CC(C)CC(NC(=O)OC(C)(C)C)c1cn([C@@H](Cc2ccc(O)cc2)C(=O)N2CCN(C(=O)OC(C)(C)C)CC2)nn1 (some centres undefined)	6%	1%	4%	.	15%[9.22 µM]	2%[10 µM]	-2%
O=C(O)c1ccc(OCc2occc2C(=O)O)cc1	-5%	-13%[38.3 µM]	-7%	-1%	-6%	-9%	-4%

# Additional records.
SMILES	GoLoco inh red	IMPase Li cell	GAA glycogen mod	GAA inhib	HttQ103 aggreg	HTT ATP protect	GAA spleen mod
Cc1sc(NC(=O)Cn2[nH]c(=O)c3ccccc3c2=O)nc1-c1ccccc1	79%[activator]	8%	-1%	4%	4%	-12%[10 µM]	-1%
CC(C)CCOCC(=O)Oc1ccccc1C(=O)O	9%	-6%[38.3 µM]	2%	1%	2%	6%	1%
Cc1ccc(Cl)cc1NC(=O)CSc1nnc(C)n1-c1ccccc1	-18%	-6%	-1%	1%	6%	1%[10 µM]	1%
CC(C)(C)C(=O)NC(=S)NNC(=O)c1ccc(-c2ccccc2)cc1	6%	7%	?	-6%	8.9µM*	?	-1%
O=C(CN1CCN(C(=O)c2cccc(F)c2)CC1)Nc1ccccc1F	-15%	6%[38.3 µM]	4%	-13%	-16%	-7%	-3%
Cc1c(CCOC(=O)c2cc([N+](=O)[O-])cc([N+](=O)[O-])c2)sc[n+]1CC(=O)c1ccc(Br)cc1	16%	15%	-1%	-10%	24%	-24%	8%
CCC1=C(OC(=O)N(CC)CC)N2C(=O)OC(=NCC3CC3)[C@]2(Cc2ccccc2)[C@H]2C1=CC[C@H]1C(=O)N(C)C(=O)[C@H]12	-8%&6%	-5%	-1%	.	4%[9.22 µM]	17%	-12%&5%
CN(Cc1ccccc1)C(=O)Cn1c(=O)oc2cc(S(=O)(=O)N3CCCC3)ccc21	8%	-5%[38.3 µM]	-12%	-11%	-15%	-28%	-4%
CCN(CC)CCn1c(C)nc2c(sc3nc4c(cc32)COC(C)(C)C4)c1=O	-3%	.	8%	-5%	5%[9.22 µM]	4%[10 µM]	-3%
CN(/N=C/c1cc([N+](=O)[O-])ccc1O)c1ccccc1	-12%	0%	-8%	-1%	-31%	0%[10 µM]	4%
O=C(/C=C/c1cccc([N+](=O)[O-])c1)N1CCN(C(=O)c2ccco2)CC1	7%	-1%	0%	-1%	11%	.	-16%
COc1ccccc1OCCn1c(CO)nc2ccccc21	1%	7%[38.3 µM]	3%	1%	-1%	-43%[0.074 µM]	0%

# Screening data as filed in PubChem BioAssay.

# These rows are one share of the data, so the mix of outcomes need not match the whole.
